# Bioassay records as filed in PubChem BioAssay.
# Akt phos inh – HTS Assay for Inhibitors of Akt Phophorylation: Primary Screen; activity change, % for hits at 50 µM; Neuro2A IGF-stimulated pAkt S473 HTRF, 20 min; stronger effect = lower value; 360,000 tested, 0.32% active; AID 651550, 2012; in the data active means activity change below about -80%; inconclusive means mostly about -51% to -80%; further: on the % scale 0 is the no-effect control and ±100 the full control effect
#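 Neuro2A cells in DMEM with 0.5% FBS, overnight at 37 deg C, given compound at single 50 µM final, then IGF (6 nM final) for 20 min at 37 deg C. Lysed; phospho-Akt Ser473 by HTRF after 24 h, 665/615 ratio.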
# EPAC2 antagonist – qHTS for Antagonist of cAMP-regulated guanine nucleotide exchange factor 2 (EPAC2): primary screen; Rap guanine nucleotide exchange factor 4 (Homo sapiens), Q8WZA2; EPAC2 GEF exchange of Rap1B-BODIPY-GDP, fluorescence; Potency, µM (titrated, usually from 114 µM), for inactives: top-dose activity, negative = inhibition, actives largely listed as inhibitors; 360,000 tested, 0.18% active; AID 720708, 2013; further: potency means the concentration at half of the fitted maximal effect; on the % scale 0 is the no-effect control and ±100 the full control effect; nearly all actives have a fitted effect of over 45% in size; many of its hits are not listed in these tables
# Target sequence (Q8WZA2 whole entry, looked up): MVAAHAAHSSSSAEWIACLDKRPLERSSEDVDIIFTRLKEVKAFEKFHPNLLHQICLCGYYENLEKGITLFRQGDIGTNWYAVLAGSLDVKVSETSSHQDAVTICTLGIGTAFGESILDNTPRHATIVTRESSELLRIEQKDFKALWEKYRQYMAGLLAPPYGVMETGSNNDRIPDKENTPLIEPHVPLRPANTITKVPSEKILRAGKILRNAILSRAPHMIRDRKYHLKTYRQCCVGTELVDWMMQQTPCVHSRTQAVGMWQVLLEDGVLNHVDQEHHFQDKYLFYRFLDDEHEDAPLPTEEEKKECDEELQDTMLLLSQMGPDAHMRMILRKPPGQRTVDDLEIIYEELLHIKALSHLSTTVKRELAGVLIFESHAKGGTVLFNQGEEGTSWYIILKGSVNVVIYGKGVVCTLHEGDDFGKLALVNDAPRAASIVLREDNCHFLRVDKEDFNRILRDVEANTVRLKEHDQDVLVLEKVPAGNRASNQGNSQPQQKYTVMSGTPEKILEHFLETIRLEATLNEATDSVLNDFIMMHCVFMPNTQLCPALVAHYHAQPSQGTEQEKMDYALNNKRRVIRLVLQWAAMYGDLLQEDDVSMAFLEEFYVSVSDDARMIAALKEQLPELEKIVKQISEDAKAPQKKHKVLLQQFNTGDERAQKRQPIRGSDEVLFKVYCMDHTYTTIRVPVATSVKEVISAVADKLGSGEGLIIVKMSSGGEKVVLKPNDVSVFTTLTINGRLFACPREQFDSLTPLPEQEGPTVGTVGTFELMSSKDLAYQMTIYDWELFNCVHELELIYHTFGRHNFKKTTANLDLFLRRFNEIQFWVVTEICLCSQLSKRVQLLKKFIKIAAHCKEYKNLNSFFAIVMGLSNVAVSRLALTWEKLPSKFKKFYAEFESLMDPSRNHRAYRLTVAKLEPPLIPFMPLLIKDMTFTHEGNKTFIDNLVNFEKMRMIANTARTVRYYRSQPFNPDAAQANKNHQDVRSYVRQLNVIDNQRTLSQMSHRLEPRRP
# Nrf2 inh – Nrf2 qHTS screen for inhibitors; 360,000 tested, 2.1% active; AID 504444, 2011; A549 ARE-Fluc reporter, luciferase luminescence, 18-24 h; Potency, µM (doses to about 46 µM), for the others: top-dose activity change, negative = inhibition, usual class: inhibitors; further: potency means the concentration at half of the fitted maximal effect; on the % scale 0 is the no-effect control and ±100 the full control effect; nearly all actives have a fitted effect of over 60% in size
#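 Cells were seeded and rested 2 h, then exposed to compounds for 18-24 h. CellTiter-Fluor was read first as a viability measure. BugLite was added 15 min before the final luminescent read of ARE-luciferase activity in A549 cells.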
# EPAC2 ag – qHTS for Agonist of cAMP-regulated guanine nucleotide exchange factor 4 (EPAC2): primary screen | 360,000 tested, 0.079% active | Potency, µM (highest dose often 154 µM), for inactives: at the top dose activation, usual class: activators | Rap guanine nucleotide exchange factor 4 (Homo sapiens), Q8WZA2 | EPAC2 activation, biochemical qHTS; response scale: 100% = 6.5 mM cAMP response | AID 720711, 2013; further: potency means the concentration at half of the fitted maximal effect; nearly all actives have a fitted effect of over 50% in size
#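 Each well held 100 nM EPAC2, 250 nM RAP1B-BODIPY-GDP and 50 uM GDP. Fluorescence, read at 5-min intervals to 30 min, was referenced to a 6.5 mM cAMP positive control.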
# TGFb inhibitor – qHTS for Inhibitors of TGF-b. HepG2 CAGA-GFP TGF-b/SMAD3 reporter, GFP fluorescence, 18 h; TGF-beta stimulated, 500 pg/mL final. Potency, µM (doses to about 46.1 µM), for inactives: top-dose activity, negative = inhibition, usual class: inhibitors. 410,000 tested, 1.2% active. AID 588855, 2011; further: potency means the concentration at half of the fitted maximal effect; on the % scale 0 is the no-effect control and ±100 the full control effect; nearly all actives have a fitted effect of over 65% in size
#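 Cell-based qHTS in HEPG2 carrying a CAGA-GFP Smad reporter; compounds added before 500 pg/mL final TGF-beta, 18 h incubation at 37 degrees C, GFP fluorescence quantified per cell by imaging cytometry.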
# Nrf2 ARE act – qHTS of Nrf2 Activators. AID 624171, 2012. 410,000 tested, 0.31% active. AREc32 ARE-luciferase reporter (MCF7-derived line), luminescence, 24 h. Potency, µM (top dose mostly 46.1 µM), without a hit: top-dose activation, most hits filed as activators; further: potency means the concentration at half of the fitted maximal effect; % of control where 0% means no effect; nearly all actives have a fitted effect of over 65% in size
#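 Steps: seed AREc32_Fluc cells (1000/well, 5% FBS OPTI-MEM); incubate overnight at 37 deg C; add 23 nL compound; incubate 24 hr; add Steady-Glo; hold 30 min RT; read luminescence.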
# A549 viability – Nrf2 qHTS screen for inhibitors: counterscreen for cytotoxicity | Potency, µM (titrated, usually from 46 µM), without a hit: at the highest dose activity change, negative = cytotoxicity, usual class: inhibitors | AID 504648, 2011 | 390,000 tested, 0.16% active | A549 ARE-Fluc cells, CellTiter-Fluor viability, 18-24 h; further: potency means the concentration at half of the fitted maximal effect; on the % scale 0 is the no-effect control and ±100 the full control effect
#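 A549 ARE-Fluc cells in 5% FBS OPTI-MEM, 5000 cells/well, rested 2 h then exposed to compounds in concentration-response for 18-24 h at 37 °C. Viability by CellTiter-Fluor fluorescence (Ex 405/Em 525) after 30 min; luciferase luminescence (BugLite, 15 min, RT) read afterwards.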
# CCT modulator – High-Throughput Screening for Modulators of Cytosolic Chaperonin Activity | purified chaperonin ATPase assay, HTRF ADP detection, 30 min | activity change, % (no concentration beside the values), hits read low | 360,000 tested, 0.3% active; in the data active means activity change below about -30%; further: on the % scale 0 is the no-effect control and ±100 the full control effect
#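 First, chaperonin was dispensed at 40 nM or 20 nM final depending on batch activity. Next, compounds were pinned at 76 uM and ATP added at 10 uM. After 30 min at 37 °C, ADP detection reagents ran 30 min at ambient temperature.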
# MmCpn inh – Inhibitors of TCP-1 ring complex (TRiC) of Methanococcus maripaludis (MmCpn): qHTS | Chaperonin Mm-Cpn (Methanococcus maripaludis) | purified Mm-Cpn ATPase, ADP Transcreener TR-FRET | Potency, µM (titrated, usually from 76.9 µM), for inactives: at the highest dose activity, negative = inhibition, actives largely listed as inhibitors | 330,000 tested, 0.031% active; further: potency means the concentration at half of the fitted maximal effect; on the % scale 0 is the no-effect control and ±100 the full control effect; nearly all actives have a fitted effect of over 80% in size
#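 25 nM Mm-CPN + cpd, 10 min 37°C; + 10 uM ATP, 30 min 37°C; buffer 30 mM Tris pH 7.4, 100 mM KCl, 5 mM MgCl2, 1 mM DTT; Transcreener ADP HTRF detection 30 min RT.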
# * = called active by the depositor; i = inactive; ? = inconclusive; · = no result given. Unless noted, the call rests on the fitted dose curve; in most records, active means well fitted curve in the direction sought with a large enough effect; inconclusive means small, poorly fitted or top-dose-only effect, or another doubt; inactive means no such curve, though single readings can be large; an effect the other way counts as inactive or inconclusive. Not all compounds are listed, so the mix of outcomes need not match the whole.
SMILES,Akt phos inh,EPAC2 antagonist,Nrf2 inh,EPAC2 ag,TGFb inhibitor,Nrf2 ARE act,A549 viability,CCT modulator,MmCpn inh
CCc1nc(OCc2ccccc2)c2sc3nc4c(cc3c2n1)COC(C)(C)C4,?,-1%,2%,0%,-5%,0.1%,6%,-20,1%
Cn1cccc1C1NC(=O)c2c(sc3c2CCC(C(C)(C)C)C3)N1 (configuration not stated),i,-3%,5%,6%,-9%,0.5%,-12%,-1.7,0%
CC(C)(C)CC(=O)Nc1nnc(CCc2ccccc2)s1,i,7%,6%,-9%,-3%,1.5%,7%,-0.4,1%
Cn1c(O)c(N=NC(=O)CNC(=O)c2ccccc2)c2cc(Br)ccc21,i,0%,6%,9%,3%,2.2%,-1%,-2.7,1%
CCS(=O)(=O)N1CCC(C(=O)Oc2ccc(Cl)cc2)CC1,i,-1%,12%,-1%,-1%,-0.4%,0%,0.8,1%
COC(=O)c1ccc(Cl)cc1NC(=O)NCc1c(-n2cccc2)sc2c1CCCC2,·,·,-6%,·,-3%,5.2%,3%,·,·
O=C(Nc1nnc(-c2ccco2)s1)C1CCN(S(=O)(=O)c2ccc(Cl)cc2)CC1,i,3%,-15%,6%,1%,0.1%,-1%,1.0,-6%
CCOc1ccc(S(=O)(=O)Nc2ccc3c(c2)OCO3)cc1,i,?,?,19%,-9%,0.0%,-7%,-1.2,-2%
Cc1cc(C)c(C(=O)COC(=O)c2cccc(S(=O)(=O)NCc3ccccc3)c2)cc1C,i,-8%,6%,-2%,-18%,4.2%,12%,-2.4,0%
CC(C)(C)OC(=O)C[C@H]1C/C=C\C[C@@H](CC(=O)N[C@@H](CO)Cc2ccccc2)C(=O)N2CCC[C@@H]2COC1=O,i,-1%,-3%,8%,4%,-0.1%,-5%,0.0,2%
Cc1cc[n+]2cc(-c3cccc([N+](=O)[O-])c3)c(-c3cccc([N+](=O)[O-])c3)cc2c1,i,-2%,4%,4%,-3%,-0.3%,-1%,-1.4,0%
COc1ccccc1C1(O)CCN(CC(=O)Nc2c(C)nn(C)c2C)CC1,i,-1%,-4%,6%,-29%,0.3%,2%,-2.3,3%
C[C@H]1CN([C@@H](C)CO)C(=O)CCCn2nncc2CO[C@H]1CN(C)C(=O)Nc1ccc(N2CCCCC2)cc1,i,-4%,·,-4%,-4%,1.9%,·,0.6,·
COc1ccc(-c2cccc(NS(=O)(=O)c3cccc([N+](=O)[O-])c3)c2)nn1,i,-4%,-14%,3%,4%,4.1%,-9%,-1.4,-4%
O=S(=O)(Nc1nc2ccccc2nc1Nc1ccc2c(c1)OCO2)c1ccc(F)cc1,i,4%,?,-23%,0%,-0.9%,-12%,-2.5,0%
Cc1cc2nc(C3CCCN(C(=S)Nc4ccccc4)C3)[nH]c2cc1C (configuration not stated),i,-2%,?,8%,-9%,-0.2%,-4%,-1.2,2%
CCC1CCc2sc(C(=O)N(C)CC(=O)Nc3cccc(OC)c3)cc2C1 (configuration not stated),i,-7%,1%,-4%,0%,2.1%,-14%,-0.7,0%
CCOC(=O)c1ccc(NC(=O)CSc2nnc(COc3ccccc3OC)n2CC)cc1,i,0%,0%,-21%,?,0.0%,-4%,-2.8,0%
Fc1ccc(C2CCCN2Cc2nc(Cc3ccccc3)no2)cc1 (configuration not stated),i,-1%,-10%,5%,-6%,-0.4%,-3%,2.8,2%
Cc1cccc(-n2cc(-c3ccccc3)[nH]c2=S)c1,i,-11%,28%,10%,11%,7.4%,4%,1.3,-3%
Cc1ccc(Cn2c(=N)n(CC(=O)c3ccc([N+](=O)[O-])cc3)c3ccccc32)cc1,i,5%,-8%,9%,-22%,-0.4%,1%,9.0,-1%
O=C(NCCN1CCOC1=O)C1CCC(=O)N(CCc2ccc(Cl)cc2)C1 (configuration not stated),i,2%,-2%,-9%,-15%,-0.6%,2%,-0.1,-1%
Cc1ccc(OCCC(=O)OCC(=O)Nc2ccc3[nH]c(=O)[nH]c3c2)cc1,i,-1%,3%,-1%,-7%,-0.3%,4%,-5.0,-6%
N#Cc1c(NC(=O)c2cnccn2)sc2c1CCCC2,i,15%,?,-9%,-3%,4.5%,-7%,2.9,0%
Cc1cc(-c2nc3ncccc3o2)ccc1NC(=O)c1ccc(Br)cc1,·,·,1%,·,0%,-0.4%,2%,·,·

# Individual results from above.
# CCT modulator, COc1ccc(-c2cccc(NS(=O)(=O)c3cccc([N+](=O)[O-])c3)c2)nn1 reads -1.4
# Nrf2 inh, Cc1cccc(-n2cc(-c3ccccc3)[nH]c2=S)c1 reads 28%
# Nrf2 inh, Fc1ccc(C2CCCN2Cc2nc(Cc3ccccc3)no2)cc1 (configuration not stated) reads -10%

# Later entries.
SMILES,Akt phos inh,EPAC2 antagonist,Nrf2 inh,EPAC2 ag,TGFb inhibitor,Nrf2 ARE act,A549 viability,CCT modulator,MmCpn inh
O=C(NCCN1CCOCC1)c1ccc2c(c1)N(Cc1ccccc1F)C(=O)CS2,i,9%,?,0%,-16%,0.3%,4%,-1.8,1%
Cc1cc(C)c2nc(SCC(=O)N3CCCCC3)c(C#N)cc2c1,i,10%,·,-5%,-8%,0.3%,1%,0.8,-2%
CCOc1ccc(NC(=O)CCCc2nnc3n(C)c(=O)c4sccc4n23)cc1,·,·,1%,·,-15%,-0.8%,3%,·,·
Cc1ccccc1NC(=O)CSc1nnc2ccc(-c3ccncc3)nn12,i,2%,-9%,1%,15%,-0.3%,-14%,0.5,2%
CNCC(O)Cn1c2c(c3ccccc31)CCCC2 (configuration not stated),i,6%,7%,9%,2%,2.4%,-8%,1.2,0%
CCN(CC)S(=O)(=O)c1ccc(N2CCOCC2)c(NC(=O)C(C)Oc2ccc(F)cc2)c1 (configuration not stated),i,-11%,0%,5%,3%,-0.5%,-4%,-0.2,-3%
COCCNC(=O)C1CCCN(C(=O)c2ccc(F)c(C)c2)CC1 (configuration not stated),i,14%,·,10%,-6%,-0.3%,·,-0.2,·
Cc1ccc(O)c(-c2ccnc3cc(-c4ccc(Cl)cc4)nn23)c1,·,·,-3%,·,12%,3.4%,-1%,·,·
CC(=O)Oc1cccc(N2C(=O)C3C(C2=O)C2C=CC3C23CC3)c1 (configuration not stated),i,1%,-8%,0%,0%,0.4%,3%,0.6,1%
O=C(CN1CCN(Cc2ccccc2)CC1)NCc1ccccc1Cl,i,8%,-6%,2%,9%,-0.3%,1%,0.0,0%
Cc1cc(C(F)(F)F)nn1Cc1n[nH]c(=S)n1-c1ccc(F)cc1,i,-4%,0%,-12%,1%,0.2%,0%,-3.7,0%
O=c1[nH]nc(-c2ccc(F)cc2)cc1Cc1ccc(F)cc1,i,7%,-19%,?,14%,-0.3%,10%,-1.6,0%
Cc1c(O)ccc(NS(=O)(=O)c2ccccc2)c1C,i,-10%,1%,10%,12%,5.6%,3%,-1.7,2%
COc1ccc2c(c1OC)C(=O)N(c1cccc(C)c1)C2=O,i,1%,12%,5%,9%,4.7%,-7%,-1.7,0%
CCCCc1ccc(-c2csc(/C(C#N)=C\c3ccco3)n2)cc1,i,1%,-16%,16%,-5%,4.0%,-11%,-3.5,-1%
Oc1c(C(Nc2nc3ccccc3s2)c2ccco2)ccc2cccnc12 (configuration not stated),i,-9%,?,2%,?,3.5%,?,-2.7,-1%
COc1ccc(-n2c(SCC(=O)Nc3nccs3)nnc2-c2ccoc2C)cc1,i,-2%,-20%,1%,-24%,0.5%,-12%,-1.3,-1%
CC(=O)Nc1c(C(=O)O)[nH]c2ccccc12,i,12%,27%,6%,0%,2.9%,2%,-0.3,-1%
COc1ccc(C(=O)Nc2nncs2)cc1S(=O)(=O)N1CC(c2ccccc2)CC1=O (configuration not stated),i,-8%,-25%,10%,-1%,0.5%,4%,-0.5,0%
COC(=O)c1ccc(NS(=O)(=O)c2ccc3c(c2)n(C)c(=O)n3C)cc1,i,-1%,-25%,5%,-2%,2.4%,-1%,-2.4,-2%
Cc1ccc(Cl)cc1N1CCN(C(=O)c2ccc(C)c(-n3c(C)nc4cccnc43)c2)CC1,·,·,?,·,?,-3.6%,1%,·,·
O=[N+]([O-])c1cccc(-n2nnnc2CN2CCCCCC2)c1,i,-2%,-7%,3%,9%,0.4%,-5%,-12,0%

# Limited to Akt phos inh, MmCpn inh and CCT modulator, for some of the entries so far:
SMILES | Akt phos inh | MmCpn inh | CCT modulator
CNCC(O)Cn1c2c(c3ccccc31)CCCC2 (configuration not stated) | i | 0% | 1.2
CCN(CC)S(=O)(=O)c1ccc(N2CCOCC2)c(NC(=O)C(C)Oc2ccc(F)cc2)c1 (configuration not stated) | i | -3% | -0.2
COCCNC(=O)C1CCCN(C(=O)c2ccc(F)c(C)c2)CC1 (configuration not stated) | i | · | -0.2
